Screening results from PubChem BioAssay.
Pol eta inh = blocks human DNA polymerase eta activity | Q9Y253 | recombinant Pol eta, fluorescent DNA replication assay | Potency, µM (doses to about 114 µM), for inactives: at the top dose activity change, negative = inhibition, most hits filed as inhibitors | 1.2% of 390,000 active | AID 588591; further: on the % scale 0 is the no-effect control and ±100 the full control effect
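Pol eta at 10 nM preincubated with compounds 15 min at room temperature; reaction started with fluorescent substrate (50 nM final) and read kinetically at 0 and 10 min.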
POLI inh = inhibitors of human DNA polymerase iota; Q9UNA4; AID 588590; Pol iota fluorescent replication assay, 10 min; Potency, µM (series often up to 115 µM), without a hit: at the top dose activity, negative = inhibition, actives largely listed as inhibitors; 1% of 390,000 active
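Fluorescent replication assay read twice, at 0 min and 10 min after adding 50 nM (final) substrate. Enzyme (10 nM) and compounds were first incubated 15 min at room temperature; enzyme-free buffer wells were negative controls.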
APEX1 inh = APE1 (human) endonuclease inhibition; recombinant APE1, TAMRA/BHQ-2 abasic DNA cleavage fluorescence; Potency, µM (highest dose often 65.8 µM), for inactives: at the top dose activity change, negative = inhibition, most hits filed as inhibitors; 0.35% of 350,000 active; AID 2517;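 further: plate controls were vehicle for no effect and reference inhibitor for full effect; nearly all actives have a fitted effect of over 55% in size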
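Enzyme (0.75 nM final) and test compound are incubated 15 min at room temperature before adding 50 nM quenched THF abasic-site duplex. Cleavage dequenches TAMRA, followed at 525/598 nm over three reads one minute apart.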
BAZ2B block = BAZ2B (human) inhibition; 4.4% of 360,000 active; AlphaScreen BAZ2B-H3K14Ac peptide displacement; Potency, µM (doses to about 114 µM), without a hit: at the highest dose activity change, negative = inhibition, hits mostly inhibitors; Q9UIF8; further: on the % scale 0 is the no-effect control and ±100 the full control effect; nearly all actives have a fitted effect of over 60% in size
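Compounds, titrated to a top concentration of 110 uM, were incubated 30 min at room temperature with preformed BAZ2B/acetyl-K14 H3 peptide complex (50 nM each). Proximity signal was measured by AlphaScreen after 20 min with beads.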
POLB inh = inhibitors of human DNA polymerase beta; 1.3% of 340,000 active; Potency, µM (top dose mostly 114 µM), inactives show top-dose activity change, negative = inhibition, actives largely listed as inhibitors; Pol beta primer extension/strand displacement, fluorescence kinetic; further: on the % scale 0 is the no-effect control and ±100 the full control effect
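Homogeneous kinetic assay of primer extension and strand displacement by 10 nM Pol beta, preincubated 15 min at room temperature with compound before 50 nM substrate (final) was added. Read at 0 and 10 min; four-parameter Hill fit.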
Apoferritin bind = binds horse apoferritin like a general anesthetic; AID 485281; P02791; Potency, µM (titrated, usually from 77.5 µM), inactives show at the top dose activity change, negative = displacement, actives largely listed as inhibitors; 0.074% of 350,000 active; apoferritin/1-aminoanthracene competitive binding, fluorescence; further: on the % scale 0 is the no-effect control and ±100 the full control effect; nearly all actives have a fitted effect of over 20% in size
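Steps: apoferritin (10 uM) was premixed with half-saturated 1-AMA in PBS, compounds were pin-transferred, plates stood 10 min at room temperature, fluorescence was read at 380/535 nm, and curves were fitted with a Hill equation.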
G9a block = blocks human histone lysine methyltransferase G9a; G9a H3K9 monomethylation, AlphaScreen, 2 h; 8.8% of 350,000 active; Potency, µM (highest dose often 102 µM), inactives show at the top dose activity, negative = inhibition, hits mostly inhibitors; Q96KQ7; further: on the % scale 0 is the no-effect control and ±100 the full control effect; nearly all actives have a fitted effect of over 75% in size
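Enzyme 20 nM + cpd, 15 min RT; add b-H3K9 pep 500 nM / SAM 20 uM; 2 h RT; anti-H3K9me1 Ab 0.5 ug/mL + SA donor / anti-rabbit acceptor beads 20 ug/mL each, 10 min; AlphaScreen read.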
BLM inh = inhibitors of human Bloom syndrome helicase BLM | 0.2% of 350,000 active | recombinant BLM DNA unwinding, fluorescence dequenching | Potency, µM (doses to about 56.1 µM), inactives show at the top dose activity change, negative = inhibition, actives largely listed as inhibitors | AID 2528;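 further: plate controls were vehicle for no effect and no enzyme for full effect; nearly all actives have a fitted effect of over 35% in size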
Target sequence (P54132 whole entry, looked up): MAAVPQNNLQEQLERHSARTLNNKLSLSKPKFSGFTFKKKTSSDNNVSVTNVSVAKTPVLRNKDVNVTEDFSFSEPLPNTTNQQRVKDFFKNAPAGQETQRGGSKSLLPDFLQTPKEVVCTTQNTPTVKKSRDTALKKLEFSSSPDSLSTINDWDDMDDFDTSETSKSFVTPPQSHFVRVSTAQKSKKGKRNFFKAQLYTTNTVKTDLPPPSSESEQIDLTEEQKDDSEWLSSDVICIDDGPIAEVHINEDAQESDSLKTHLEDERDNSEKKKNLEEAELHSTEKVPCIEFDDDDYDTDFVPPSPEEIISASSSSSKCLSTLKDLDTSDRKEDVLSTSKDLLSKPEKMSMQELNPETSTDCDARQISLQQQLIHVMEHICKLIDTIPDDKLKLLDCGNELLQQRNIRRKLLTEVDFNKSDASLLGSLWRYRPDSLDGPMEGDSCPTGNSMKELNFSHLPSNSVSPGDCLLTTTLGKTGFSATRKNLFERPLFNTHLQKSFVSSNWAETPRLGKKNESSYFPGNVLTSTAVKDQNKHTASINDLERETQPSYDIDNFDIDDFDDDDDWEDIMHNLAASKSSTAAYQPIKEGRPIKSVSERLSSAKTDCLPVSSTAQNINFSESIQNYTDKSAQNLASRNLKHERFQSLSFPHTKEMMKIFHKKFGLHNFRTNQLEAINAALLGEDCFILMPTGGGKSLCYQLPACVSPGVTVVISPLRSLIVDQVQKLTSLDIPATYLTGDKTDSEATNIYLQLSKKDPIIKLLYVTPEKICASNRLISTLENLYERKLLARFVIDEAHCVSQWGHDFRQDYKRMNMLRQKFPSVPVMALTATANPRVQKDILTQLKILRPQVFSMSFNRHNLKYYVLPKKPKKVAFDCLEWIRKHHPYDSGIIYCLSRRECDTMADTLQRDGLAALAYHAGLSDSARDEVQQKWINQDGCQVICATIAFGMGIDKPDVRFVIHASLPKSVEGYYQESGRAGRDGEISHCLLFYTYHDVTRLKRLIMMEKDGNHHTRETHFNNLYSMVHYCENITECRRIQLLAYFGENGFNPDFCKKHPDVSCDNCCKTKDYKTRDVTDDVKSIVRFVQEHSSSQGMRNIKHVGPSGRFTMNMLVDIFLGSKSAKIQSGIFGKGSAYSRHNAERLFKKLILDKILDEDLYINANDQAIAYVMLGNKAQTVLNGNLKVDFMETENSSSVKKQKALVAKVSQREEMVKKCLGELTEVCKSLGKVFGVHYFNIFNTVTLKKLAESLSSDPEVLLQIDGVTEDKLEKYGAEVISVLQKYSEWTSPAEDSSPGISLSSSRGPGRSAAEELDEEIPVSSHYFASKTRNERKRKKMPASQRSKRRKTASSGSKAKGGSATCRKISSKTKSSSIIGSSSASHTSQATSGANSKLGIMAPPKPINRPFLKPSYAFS
POLK inh = blocks human DNA polymerase kappa activity. Q9UBT6. purified Pol kappa, fluorescent DNA synthesis assay, 10 min. Potency, µM (doses to about 107 µM), without a hit: top-dose activity, negative = inhibition, most hits filed as inhibitors. 0.53% of 400,000 active. AID 588579; further: on the % scale 0 is the no-effect control and ±100 the full control effect
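10 nM Pol kappa was preincubated with compounds for 15 min at room temperature. Reaction started with 50 nM (final) substrate. Fluorescence read kinetically at 0 and 10 min.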
Starred values were filed as active, the others as inactive; [ ] = dose if it differs, or a comment. The call rests on the fitted dose curve; in most records, active means well fitted curve in the direction sought with a large enough effect; inconclusive means small, poorly fitted or top-dose-only effect, or another doubt; inactive means no such curve, though single readings can be large; an effect the other way counts as inactive or inconclusive. Potency means the concentration at half of the fitted maximal effect.

For CCn1cnc2c(=O)oc3ccc(S(=O)(=O)Nc4ccc(OC)cc4)cc3c21 the results were Pol eta inh -3%, POLI inh 10%, BAZ2B block -8%, POLB inh inconclusive, Apoferritin bind -10%, G9a block -7%[59 µM], BLM inh 2% and POLK inh -22%.
CCc1cccc(CC)c1NC(=O)CSc1nc2ccc(N3C(=O)C4C5C=CC(C5)C4C3=O)cc2s1 (centres undefined) was read as Pol eta inh -13%, POLI inh -6%, APEX1 inh -2%, BAZ2B block -27%, POLB inh -16%, Apoferritin bind -22%, G9a block -19%[2.33 µM], BLM inh -5% and POLK inh -1%.
O=C(NCC1CCS(=O)(=O)C1)NCC1CCS(=O)(=O)C1 (centres undefined) was read as Pol eta inh 8%, POLI inh -11%, APEX1 inh -3%, BAZ2B block 2%, POLB inh 6%, Apoferritin bind -9%, G9a block 21%, BLM inh 1% and POLK inh 0%.
Screening O=C(CSc1nnc(-c2ccncc2)o1)Nc1cc(F)ccc1F returned Pol eta inh -5%, POLI inh 5%, APEX1 inh -3%, BAZ2B block -5%, G9a block inconclusive and POLK inh -16%.
`O=C(Cn1ccc([N+](=O)[O-])n1)N1CCc2ccccc21` gave Pol eta inh -15%, POLI inh 4%, APEX1 inh 11%, BAZ2B block -11%, POLB inh 41%, Apoferritin bind -20%, G9a block inconclusive, BLM inh -6% and POLK inh 9%.
Screening CN1CCN(CCNC(=O)Nc2ccccc2[N+](=O)[O-])CC1 returned Pol eta inh -10%, POLI inh -7%, APEX1 inh 31%, BAZ2B block -2%, POLB inh 3%, Apoferritin bind -3%, G9a block -14%, BLM inh 0% and POLK inh -20%.
`COc1ccc(S(=O)(=O)N2CCC(C(=O)NCCC(=O)Nc3cccc(Cl)c3)CC2)cc1` gave Pol eta inh -24%, POLI inh 29%, APEX1 inh 10%, BAZ2B block -22%, POLB inh -1%, Apoferritin bind -5%, G9a block -6%, BLM inh -2% and POLK inh -1%.
Screening CC(C)c1nc(C#N)c(N2CCOCC2)o1 returned Pol eta inh -12%, POLI inh 20%, APEX1 inh 3%, BAZ2B block 4%, POLB inh 8%, Apoferritin bind 0%, G9a block 2%[59 µM], BLM inh 0% and POLK inh -6%.
c1ccc2oc(SCc3cn4ccccc4n3)nc2c1 was read as Pol eta inh -3%, POLI inh -8%, APEX1 inh 3%, BAZ2B block -3%, POLB inh -18%, Apoferritin bind 3%, G9a block -6%[12.7 µM], BLM inh -2% and POLK inh -11%.
CN1CCN(C(=O)/C(C#N)=C/c2ccc(OC(F)F)cc2)CC1 was read as Pol eta inh -14%, POLI inh 26%, APEX1 inh -5%, BAZ2B block -1%, POLB inh -6%, Apoferritin bind 0%, G9a block -28%[12.7 µM], BLM inh -3% and POLK inh 5%.
Screening COc1ccc(Br)c(-c2nc(CS(=O)(=O)c3ccc(F)cc3)no2)c1 returned Pol eta inh -7%, POLI inh -17%, APEX1 inh -3%, BAZ2B block 5%, POLB inh 9%, Apoferritin bind 8%, BLM inh 0% and POLK inh -12%.
COc1cc(NC(C)=O)c2ncccc2c1NC(C)=O was read as Pol eta inh -15%, POLI inh 23%, APEX1 inh 4%, BAZ2B block 2%, POLB inh 24%, Apoferritin bind 3%, G9a block 6%, BLM inh 0% and POLK inh -4%.

The list goes on, starting with the last two of the part before.
Screening COc1ccc(Br)c(-c2nc(CS(=O)(=O)c3ccc(F)cc3)no2)c1 returned Pol eta inh -7%, POLI inh -17%, APEX1 inh -3%, BAZ2B block 5%, POLB inh 9%, Apoferritin bind 8%, BLM inh 0% and POLK inh -12%.
COc1cc(NC(C)=O)c2ncccc2c1NC(C)=O was read as Pol eta inh -15%, POLI inh 23%, APEX1 inh 4%, BAZ2B block 2%, POLB inh 24%, Apoferritin bind 3%, G9a block 6%, BLM inh 0% and POLK inh -4%.
CCOC(=O)c1nn(-c2ccc(C)c(C)c2)c(=O)c2c(N)scc12 was read as Pol eta inh 7%, POLI inh -3%, APEX1 inh -4%, BAZ2B block 56µM*, POLB inh 10%, Apoferritin bind inconclusive, G9a block 2µM*, BLM inh -3% and POLK inh -21%.
For C#CCCOC(=O)N1C2=NC(C(=O)OC)=C(C(=O)OC)[C@@H]3Nc4ccccc4[C@]23C[C@H]1C(=O)OC the results were Pol eta inh -13%, POLI inh 0%, APEX1 inh -4%[12.4 µM], BLM inh 0%[12.4 µM] and POLK inh -5%.
`NC(=O)C1CCN(C(=O)c2ccc3c(c2)N(Cc2cccc(Cl)c2)C(=O)c2ccccc2S3=O)CC1` (centres undefined) gave Pol eta inh -17%, POLI inh 26%, BAZ2B block 5%, POLB inh 0%, Apoferritin bind -3%, G9a block 5%[59 µM], BLM inh 5% and POLK inh -11%[60.1 µM].
`Cc1nnc(SC(C)C(=O)NC2CCCc3ccccc32)n1-c1ccccc1` (centres undefined) gave Pol eta inh -21%, POLI inh 47%[activator], APEX1 inh 16%, BAZ2B block 1%, POLB inh 6%[57.1 µM], Apoferritin bind -2%, G9a block inconclusive, BLM inh 4% and POLK inh -8%.
Cc1csc(NC(=O)c2ccc(S(=O)(=O)N3CCCC3)cc2)n1 was read as Pol eta inh 0%, POLI inh 13%, APEX1 inh 4%, BAZ2B block -24%, POLB inh 3%, Apoferritin bind 0%, G9a block -9%, BLM inh -1% and POLK inh 10%.
Cc1ccc(Cn2ccc(NC(=O)c3noc4c3CCc3ccccc3-4)n2)cc1 was read as Pol eta inh -8%, POLI inh 4%, APEX1 inh 15%, BAZ2B block -7%, POLB inh 1%, Apoferritin bind -16%, G9a block 30%[59 µM], BLM inh -2% and POLK inh 2%.
Nc1ccc(S(=O)(=O)N2CCOCCOCCOCCOCCOCC2)cc1 was read as Pol eta inh 10%, POLI inh 107%[activator], APEX1 inh -7%, BAZ2B block 11%, POLB inh 42%, Apoferritin bind -1%, G9a block -14%[0.501 µM], BLM inh -1% and POLK inh 3%.
For CN(CCc1ccccn1)C(=O)c1ccc(OC2CCN(Cc3ccccn3)CC2)cc1 the results were Pol eta inh -3%, POLI inh 9%, APEX1 inh -15%, BAZ2B block -27%, POLB inh 8%, Apoferritin bind -4%, G9a block 25%[0.501 µM], BLM inh 0% and POLK inh -6%.
`N#Cc1nc(Cc2ccccc2)oc1NCc1ccccc1` gave Pol eta inh -19%, POLI inh -7%, APEX1 inh 20%, BAZ2B block inconclusive, POLB inh 16%, Apoferritin bind -14%, G9a block inconclusive, BLM inh 6% and POLK inh -10%.
`CCOC(=O)c1cnc(SCc2nc(N)nc(Nc3ccc(F)cc3)n2)nc1N` gave Pol eta inh 1%, POLI inh 5%, APEX1 inh -6%, BAZ2B block 5%, POLB inh 1%, Apoferritin bind -17%, G9a block inconclusive, BLM inh -4% and POLK inh -13%.
`O=C(CCN1C(=O)c2ccccc2C1=O)NCCC1=CCCCC1` gave Pol eta inh -10%, POLI inh -2%, APEX1 inh -5%, BAZ2B block -4%, POLB inh inconclusive, Apoferritin bind -13%, G9a block -4%[59 µM], BLM inh 3% and POLK inh -4%.
O=C(Nc1ccc(OC(F)(F)F)cc1)Oc1ccccc1N1CCCCC1 was read as Pol eta inh -21%, POLI inh 9%, APEX1 inh -4%, BAZ2B block -1%, POLB inh -1%, Apoferritin bind -4%, BLM inh -2% and POLK inh -3%.
O=C(Nc1cccnc1)c1ccc(COc2ccccc2Br)cc1 was read as Pol eta inh inconclusive, POLI inh -23%, APEX1 inh 10%, BAZ2B block -8%, POLB inh inconclusive, Apoferritin bind -2%, G9a block 9%, BLM inh -14% and POLK inh 11%.
COc1cc2c(cc1OC)CN(C(=O)c1cc(Cl)nc(Cl)c1)CC2 was read as Pol eta inh 1%, POLI inh 46%[activator], APEX1 inh 25%, BAZ2B block -9%, POLB inh 26%, Apoferritin bind -8%, G9a block 12%, BLM inh -9% and POLK inh -30%.
`COc1ccc(N2C(=O)c3ccc(C(=O)Nc4ccccc4OC)cc3C2=O)cc1` gave Pol eta inh 4%, POLI inh -1%, APEX1 inh -6%, BAZ2B block 6%, POLB inh 1%, Apoferritin bind -5%, BLM inh -2% and POLK inh -7%.
For CCOc1ccc(S(=O)(=O)NCCC(=O)N2CCCN(C)CC2)cc1 the results were Pol eta inh -4%, POLI inh 11%, APEX1 inh 23%, BAZ2B block -19%, POLB inh 7%, Apoferritin bind 0%, G9a block 23%, BLM inh 0% and POLK inh 13%.
`CCOc1cc(C2C(C(=O)c3ccco3)=C(O)C(=O)N2CCc2ccccc2)ccc1O` (centres undefined) gave Pol eta inh -2%, POLI inh 4%, APEX1 inh -1%, BAZ2B block inconclusive, POLB inh 26%, Apoferritin bind -19%, G9a block inconclusive, BLM inh 2% and POLK inh 2%.
`Cc1ccc(N=Nc2c(N)nn3c(C)cc(C)nc23)cc1` gave Pol eta inh -16%, POLI inh 0%, APEX1 inh -5%, BAZ2B block 6%, POLB inh 1%, Apoferritin bind -16%, G9a block 17%[59 µM], BLM inh -3% and POLK inh -4%.
For CCOc1ccccc1N(C)C(=O)c1nn(-c2ccc(OC)cc2OC)c(=O)c2ccccc12 the results were Pol eta inh -1%, POLI inh 25%, APEX1 inh 4%, BAZ2B block -27%, POLB inh -20%, Apoferritin bind inconclusive, G9a block -11%[59 µM], BLM inh -6% and POLK inh 1%.
For COc1cccc(C(=O)Nc2ccc(C(=O)OCc3cc(=O)n4nc(C5CC5)sc4n3)cc2)c1 the results were Pol eta inh -2%, POLI inh 18%, BAZ2B block -15%, POLB inh 19%, Apoferritin bind 7%, G9a block -3%[12.7 µM], BLM inh -10% and POLK inh -7%[60.1 µM].
For CCn1cc(S(=O)(=O)NCCc2ccc(F)cc2)cn1 the results were Pol eta inh -14%, POLI inh 35%[activator], APEX1 inh -5%, BAZ2B block 0%, POLB inh 47%, Apoferritin bind -13%, BLM inh -1% and POLK inh -15%.
For CCS(=O)(=O)c1nc(S(=O)(=O)c2ccc(Cl)cc2)c(NCc2ccco2)s1 the results were Pol eta inh -10%, POLI inh 11%, APEX1 inh 0%, BAZ2B block -1%, POLB inh -20%, Apoferritin bind -5%, G9a block -20%, BLM inh -1% and POLK inh -10%.

A portion of the library (hit frequency here may not be typical).
